# All columns: NCI-60 one-dose screen, growth in % after 48 h at 10 µM unless noted; 100 = growth as untreated, 0 = no growth, -100 = all killed.
# MDA-MB-468: MDA-MB-468 breast cancer. AID 2202374. 8.5% of 78,000 active
# MDA-MB-435: MDA-MB-435 melanoma | 7.8% of 82,000 active
# SR: SR leukemia cells. AID 1794780. 8.7% of 73,000 active
# RPMI-8226: RPMI-8226 leukemia cells. AID 1794781. 7.5% of 77,000 active
# MOLT-4: MOLT-4 leukemia cells; AID 1794779; 6.9% of 80,000 active
# K-562: K-562 leukemia; 7.4% of 78,000 active; AID 1794777
# HOP-62: HOP-62 NSCLC | 3.9% of 80,000 active | AID 1794735
# CCRF-CEM: CCRF-CEM leukemia. 7% of 77,000 active. AID 1794778
# Starred values were filed as active, the others as inactive; x = not tested or not shown; & = joins results of further samples; ! = not confirmed by another sample; [ ] = another dose, or the depositor's remark. The calls were made as follows: active = growth percent below 10; inactive = the rest.
SMILES,MDA-MB-468,MDA-MB-435,SR,RPMI-8226,MOLT-4,K-562,HOP-62,CCRF-CEM
O=C(Nc1ccc(C2=NCCCN2)cc1)c1ccc(NC(=O)c2ccc(C3=NCCCN3)cc2)cc1,90,118,78,x,116,x,94,x
Cc1ccc(/C=C/c2c(C(N)=O)c(C)nc3ccccc23)cc1,121,105,x,93,103,93,99,100
CC(C)NCC(O)c1ccc(O)c(O)c1 (centres undefined),98&104&89,101&105&104,95&88,100&97,99&95&99,101&112,87&91&98,103&100&91
Nc1cc(=O)[nH]c(SCC(=O)N2CCN(c3cc4c(cc3F)c(=O)c(C(=O)O)cn4C3CC3)CC2)n1,95,104,94,101,105,95,90,98
Nc1ccc2c(C(F)(F)F)cc(C(F)(F)F)nc2n1,102,104,106,96,114,107,102,100
COc1cc(-c2nnc(Nc3ccc(C(F)(F)F)cc3)o2)cc(OC)c1OC,110,102,81,103,83,80,89,107
C=CCn1cc(C2=C(c3cccc4ccccc34)C(=O)NC2=O)c2cc(Br)ccc21,50,73,42,92,61,46,93,54
Oc1ccc(-c2nnc3c4[nH]ccc4ncn23)cc1,117,97,82,98,93,98,100,108
O=C(CCn1cc[n+](CC(=O)c2ccc(F)cc2F)c1)Nc1cccc2cccnc12,85,101,102,98,103,95,115,106
Cc1cc(=O)n(C(=O)Nc2ccc(F)cc2)c2cc(O)ccc12,109,107,123,107,113,116,97,104
COc1cc2oc(-c3cccc(NC(=O)c4cc([N+](=O)[O-])ccc4Cl)c3)cc(=O)c2c(OC)c1OC,70,88,33,30,55,54,97,23
CCn1cc(C(=O)N[C@H]2C(O)[C@@H](O)C(CO)O[C@H]2O)c(=O)c2ccc(C)nc21 (some centres undefined),117,104,107,x,109,99,115,106
COc1cc2nc(Cl)nc(Nc3cccc(C4=NN(C=O)C(c5ccc6c(c5)OCO6)C4)c3)c2cc1OC (centres undefined),83,94,96,45,59,79,107,76
O=C(CSc1nnnn1-c1ccccc1)c1cc2cc(Cl)cc(Cl)c2oc1=O,102,101,101,98,99,94,93,94
CCN(CC)CCCC(C)Nc1nccc2cccc(Cl)c12 (centres undefined),100,108,105,88,71,82,99,89
CC(C)(N=Nc1ccc([N+](=O)[O-])cc1)[N+](=O)[O-],56,72,68,46,45,14,97,45
O=C1NC2C=CC=CC2/C1=C1/SC(=S)N(C2CC(=O)N(c3ccc(Br)cc3)C2=O)C1=O (centres undefined),84,96,68,50,71,55,99,54
CN1CCN(c2ccc(C(=O)/C=C/c3cccc(C(F)(F)F)c3)cc2)CC1,31,52,48,35,88,16,96,78
O=c1cc(OCCn2cc(COc3nc(NCc4ccccc4)nc(OCc4cn(CCOc5cc(=O)oc6ccccc56)nn4)n3)nn2)c2ccccc2o1,100,98,92,102,103,102,106,98
S=C(Nc1ccc(Cl)cc1)Nc1ccc(Nc2ncnc3sc4c(c23)CCN(Cc2ccccc2)C4)cc1,90,101,95,89,79,78,95,91
COc1cc(/C=C/C(=O)CC(=O)/C=C/c2cc(I)c(O)c(OC)c2)cc(I)c1O,102,92,62,76,72,83,100,68
COc1ccc(/C=C(\C)C(=O)O)cc1,100,104,95,113,107,94,101,114
Cc1cccc(NC(=O)CN2CCN(c3cc(=O)n(-c4ccccc4)c4ccccc34)CC2)c1,36,x,86,x,52,46,83,77
CN(C)C(=O)SC1=C(c2c(Cl)cccc2Cl)C(=O)c2ccccc21,-87*,-13*,-36*,-2.6*,-22*,-8.9*,92,0.9*
COc1ccc(-n2nc(C(=O)NCC(=O)Nc3nc4cc(OC)ccc4s3)c3ccccc3c2=O)cc1,-8.4*,42,87,39,58,74,-79*,93
# Other results follow.
SMILES,MDA-MB-468,MDA-MB-435,SR,RPMI-8226,MOLT-4,K-562,HOP-62,CCRF-CEM
O=C(/C=C/c1ccco1)c1ccc(F)cc1,111,108,90,98,99,x,119,105
O=C(N/N=C/c1c(Cl)cccc1Cl)c1cccc(Nc2ccnc(C(F)(F)F)c2)c1,68,79,106,70,88,104,87,88
Cc1cnc2nc(NN)[nH]n12,91,100,101,104,102,103,93,102
Cc1cc(N=Nc2ccccc2)ccc1O,99,100,90,70,38,92,106,27
N#Cc1ccc(-c2cc3cc(Br)ccc3oc2=O)n(N)c1=O,75,79,81,106,94,100,88,100
C#C[C@]1(O)CC[C@H]2[C@@H]3CC=C4c5sc(-c6ccc7c(c6)OCO7)nc5CC[C@]4(C)[C@H]3CC[C@@]21C,52,-6.7*,17,-15*,8.1*,33,11,31
CN1CCN(CC#CCn2c3c(c4ccccc42)C[C@]2(C)[C@H]4CC[C@@H]5[C@H]6[C@H]7OC(=O)[C@@]6(CCC7(C)C)CC[C@@]5(C)[C@]4(C)CC[C@H]2C3(C)C)CC1,94,98,0.5*,59,42,13,95,-0.8*
C=C(C)[C@@H]1CC[C@]2(C)[C@H](C(=O)C=C3[C@@H]4C[C@](C)(C(=O)N5CCN(C)CC5)CC[C@]4(C)CC[C@]32C)[C@@]1(C)CCC#N,-77*[100 µM],-81*[100 µM],35[100 µM],-55*[100 µM],-46*[100 µM],-4.6*[100 µM],-85*[100 µM],-34*[100 µM]
O=C(Cn1nc(-c2ccccc2)ccc1=O)N/N=C1\SCC(=O)N1C1CCCCC1,101,92,80,84,92,99,98,98
CC1=CC(=O)C=CC1=Nc1ccc(N(C)C)cc1,-88*!,6.5*!,29,-4.1*!,12&50,7.7*!,72&92,-29*
N#Cc1nc(-c2ccccc2)oc1S(=O)(=O)N1CCN(CCc2ccccn2)CC1,26,23,-19*,36,0.2*,6.8*,109,1.5*
COc1ccccc1/C=C/C(=O)CCC(=O)O,124,108,89,99,100,x,96,96
O=NC1C(Cl)C2CC1C1COCC21 (centres undefined),122,97,112,113,109,106,102,122
Nc1nnc(Sc2nc3ccc(Cl)cc3c(=O)n2-c2ccc(Oc3ccccc3)cc2)s1,100,111,93,108,100,96,105,101
O=NOCc1ccccc1,104,107,108,99,107,112,99,99
Cc1ccc(S(=O)(=O)Nc2nnc(C(C)C)s2)cc1,101,110,101,107,85,103,86,103
Fc1ccc(Oc2ccc(F)cc2)cc1,97,101,105,98,104,100,109,104
Oc1ccc(Cc2ccccc2)cc1,82,102,76,x,93,103,82,x
COc1cc(/C=C/C(=O)c2ccc(NC(=O)CSc3nnc(-c4cc(-c5ccc(Cl)cc5)nc5ccccc45)n3-c3ccccc3)cc2)cc(OC)c1OC,111,101,86,x,88,91,95,x
O=C(COc1cccc2cccnc12)Nc1ccc(C(=O)/C=C/c2ccc(Br)cc2)cc1,98,105,99,105,105,97,105,103
O=[N+]([O-])c1ccc(C2N(Cc3ccc(Cl)cc3)CCN2Cc2ccc(Cl)cc2)cc1,x,91,65,84,80,67,95,84
COc1cc2oc(-c3ccc(NC(=O)c4ccc(C#N)cc4)cc3)cc(=O)c2c(OC)c1OC,108,99,83,103,92,104,103,102
C=C1CC[C@H](O)C/C1=C/C=C1\CCCC2(C)C1CCC2C(C)CCCC(C)C (some centres undefined),111,100,97,94,87,80,110,93
N#Cc1c(-c2ccccc2)nc(SCC(=O)Nc2nc(-c3ccc(Cl)cc3)cs2)[nH]c1=O,86,100,x,93,90,94,90,92
Cc1cc(=O)n2nc(-c3cn(C)c4ccc(Cl)cc34)sc2n1,-42*,99,93,94,87,99,86,88

# 4 entries from above, set out differently.
Compound | MDA-MB-468 | MDA-MB-435 | SR | RPMI-8226 | MOLT-4 | K-562 | HOP-62 | CCRF-CEM
Nc1nnc(Sc2nc3ccc(Cl)cc3c(=O)n2-c2ccc(Oc3ccccc3)cc2)s1 | 100 | 111 | 93 | 108 | 100 | 96 | 105 | 101
O=NOCc1ccccc1 | 104 | 107 | 108 | 99 | 107 | 112 | 99 | 99
Cc1ccc(S(=O)(=O)Nc2nnc(C(C)C)s2)cc1 | 101 | 110 | 101 | 107 | 85 | 103 | 86 | 103
Fc1ccc(Oc2ccc(F)cc2)cc1 | 97 | 101 | 105 | 98 | 104 | 100 | 109 | 104

# A section of the results above:
SMILES,MDA-MB-468,MDA-MB-435,SR,RPMI-8226,MOLT-4,K-562,HOP-62,CCRF-CEM
O=NC1C(Cl)C2CC1C1COCC21 (centres undefined),122,97,112,113,109,106,102,122
Nc1nnc(Sc2nc3ccc(Cl)cc3c(=O)n2-c2ccc(Oc3ccccc3)cc2)s1,100,111,93,108,100,96,105,101
O=NOCc1ccccc1,104,107,108,99,107,112,99,99
Cc1ccc(S(=O)(=O)Nc2nnc(C(C)C)s2)cc1,101,110,101,107,85,103,86,103
Fc1ccc(Oc2ccc(F)cc2)cc1,97,101,105,98,104,100,109,104

# An excerpt of these results, bar-delimited.
SMILES | MDA-MB-468 | MDA-MB-435 | SR | RPMI-8226 | MOLT-4 | K-562 | HOP-62 | CCRF-CEM
N#Cc1ccc(-c2cc3cc(Br)ccc3oc2=O)n(N)c1=O | 75 | 79 | 81 | 106 | 94 | 100 | 88 | 100
C#C[C@]1(O)CC[C@H]2[C@@H]3CC=C4c5sc(-c6ccc7c(c6)OCO7)nc5CC[C@]4(C)[C@H]3CC[C@@]21C | 52 | -6.7* | 17 | -15* | 8.1* | 33 | 11 | 31

# (cont.)
SMILES,MDA-MB-468,MDA-MB-435,SR,RPMI-8226,MOLT-4,K-562,HOP-62,CCRF-CEM
Clc1ccc(-c2cn3ccsc3n2)c(Cl)c1Cl,x,97,50,68,80,73,85,94
COC(=O)[C@H](Cc1ccccc1)NC(=O)COc1c(OC)c(OC)cc2oc(-c3cccc(C(=O)Nc4ccc(Cl)cc4)c3)cc(=O)c12,96,101,95,84,84,94,120,98
COc1cc(CNC(=O)/C=C/C=C/c2ccc3c(c2)OCO3)ccc1OCc1cn(-c2ccc(Cl)c(Cl)c2)nn1,-68*,-18*,25,21,-12*,5.5*,-20*,58
CC(=O)OCCCCCNc1ccccc1,125,111,88,111,91,x,102,103
NC/C(=C/F)COc1ccc2nc(NCc3cccnc3)oc2c1,107,102,101,120,106,109,77,100
C#C[C@]1(O)CC[C@H]2[C@@H]3CC=C4c5sc(N6CCCCC6)nc5CC[C@]4(C)[C@H]3CC[C@@]21C,88,100,66,22,70,57,111,78
O=C(Nc1cccc(Cl)c1)Oc1c(Cl)c(Cl)c(OC(=O)Nc2cccc(Cl)c2)c(Cl)c1Cl,98,110,68,93,75,79,97,78
Nc1nonc1-n1nncc1-c1ccc2c(c1)OCO2,91,103,97,91,98,98,95,91
O=C(CCN1C(=O)CCC1=O)Nc1ncc(Cc2cc(Cl)ccc2Cl)s1,108,103,109,98,102,97,99,99
CCOC(=O)c1cc2nc(OCC)nc(OCC)c2[nH]1,112,102,83,91,81,98,109,88
COc1cc(CNC(=O)/C=C/c2ccc3c(c2)OCO3)ccc1OCc1cn(-c2ccc(Br)cc2)nn1,71,93,74,73,72,80,79,72
Cc1nn(-c2ccc(F)cc2)c2ncnc(NN)c12,82,109,80,106,77,103,96,69
COC(=O)[C@]12CC[C@@H](C)[C@H](C)[C@@H]1C1=CC[C@@H]3[C@@]4(C)C(C=O)=C[C@@](C)(COC(=O)c5ccco5)[C@@H]4[C@H](O)C[C@@]3(C)[C@]1(C)CC2,-12*,-57*,0.4*,-27*,-0.7*,2.9*,-7.4*,-24*
O=C1C=CC(O)=CC1=P(c1ccccc1)(c1ccccc1)c1ccccc1,92,103,79,74,101,89,100,87
C=C(CBr)[C@@H]1CC[C@]2(COC(C)=O)CC[C@]3(C)[C@H](CC[C@@H]4[C@@]5(C)CCCNC(C)(C)[C@@H]5CC[C@]43C)[C@@H]12,25,55,10,8.0*,11,x,68,34
Fc1ccc(/C=N/NC(=S)Nc2ccc(C(F)(F)F)cc2)cc1,113,99,71,75,73,59,91,74
O=c1c2ccccc2n(CC(O)CN2CCCC2)c2ccccc12 (centres undefined),108,109,x,125,111,132,100,92
O=C(Nc1ccc(F)cc1F)c1cc(Br)ccc1O,-20*,0.2*,x,-10*,0.4*,4.7*,-8.6*,11
